Compound activity from PubChem.
ERK EGF inh: EGF-driven ERK pathway inhibition; Potency, µM (titrated, usually from 11.5 µM), for inactives: at the highest dose activity change, negative = inhibition, usual class: inhibitors; 130,000 compounds, 0.41% hits; HEK293-V1b, EGF-stimulated phospho-ERK AlphaScreen; active = well fitted inhibition curve with a large enough effect; inconclusive = small, poorly fitted or top-dose-only effect, or effect the other way;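 note: plate controls were stimulated vehicle wells for no effect and unstimulated vehicle basal for full effect; nearly all actives have a fitted effect of over 55% in size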
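HEK293 cells stably expressing V1b receptor, serum-reduced (1% FBS) overnight, pretreated 30 min with compound, then stimulated 5 min with 25 nM EGF; phospho-ERK detected by AlphaScreen SureFire. AC50 from Hill fits, normalized to DMSO and EGF.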
* marks the source's active call; other numbers are inactive results; ? = inconclusive; & = joins results of further samples; [ ] = dose if it differs, or a comment. Potency is the fitted concentration of half-maximal effect. This is a subset; count on the stated rates, not on these rows.

Structure	ERK EGF inh
COc1ccccc1OCCNC(=O)Nc1ccc(Br)cc1	-2%
CC(C(=O)NCC1CCCCC1)N1CCN(S(=O)(=O)c2ccccc2F)CC1 (stereo unspecified)	0%
O=C(O)/C=C(\CC(=O)O)C(=O)O	29%
Cc1ccc(NC(=O)Cc2noc3ccccc23)c(C)c1	10%
COC(=O)C1(Cc2ccc(O)cc2)OC(=O)C(O)=C1c1ccc(O)cc1 (stereo unspecified)	-9%[57.5 µM]
N#C/C(=C\c1ccncc1)c1nc2ccccc2c(=O)[nH]1	4%
CCN(CC)S(=O)(=O)c1ccc(OC)c(NC(=O)c2cccs2)c1	16%
Cc1cccc(OCC(O)CN2CC3(C)CC2CC(C)(C)C3)c1 (stereo unspecified)	-5%
O=C(CCc1ccccc1)NNC(=O)c1ccccc1Br	4%
CC(/C=N/n1c(-c2ccccn2)n[nH]c1=S)=C\c1ccccc1	9%[57.5 µM]
CCCn1c(N)c(N(CCOC)C(=O)/C=C/c2cccc(Cl)c2)c(=O)[nH]c1=O	-1%
Cn1c(-c2ccc3c(c2)OCO3)cc(=O)c2ccccc21	10%[25.7 µM]
CCCc1cc(=O)[nH]c(SCC(=O)Nc2nc3ccc(OCC)cc3s2)n1	-2%
Cc1ccc(NC(=O)CCC(=O)N/N=C/c2coc3ccccc3c2=O)cc1	-8%[57.5 µM]
CCn1ncc(C2=NOC(C(=O)Nc3cccc(O)c3)C2)c1C (stereo unspecified)	-7%
CCCC(=O)Nc1ccc(Nc2ccccc2)cc1	-3%
COc1ccccc1N(CC(=O)Nc1ccccc1C)S(C)(=O)=O	0%
CCCCN(CCCNC(=O)Cn1ncc2ccsc2c1=O)Cc1ccccc1	-4%
O=C(CNCC1CCCO1)N1CCCCCC1 (stereo unspecified)	1%
CCOCCCNC(=O)C(NC(=O)Cc1cccs1)c1ccc(Cl)cc1 (stereo unspecified)	2%
COC(=O)c1ccc2c(=O)n(Cc3ccco3)c(SCC(=O)Nc3cc(C)on3)nc2c1	-2%
CC(C)CC(=O)NC(=S)Nc1ccc(N2CCOCC2)c(Cl)c1	3%
CCOC(=S)SCc1cn2ccc(C)cc2n1	-4%
COc1ccc(NC(=O)c2ccccn2)cc1OC	4%
COCCn1nnnc1CN1CCC(Cc2ccccc2)CC1	2%
COc1ccc(N(Cc2ccccc2)S(=O)(=O)c2cccc(C(=O)O)c2)cc1	17%[57.5 µM]
O=c1c(Cl)c(NCCO)cnn1-c1cccc(Cl)c1	-2%
Cc1ccc(-c2csc(NC(=O)CSC3=NCCS3)n2)cc1	4%
CN(Cc1c(F)cccc1Cl)C(=O)c1cc2ccccc2o1	2%
CCOC(=O)c1ccc(NC(=O)N2CCOCC2)cc1	33%

Given with each value named: entries from further up.
O=C(CNCC1CCCO1)N1CCCCCC1 (stereo unspecified)
- ERK EGF inh: 1%
CCOCCCNC(=O)C(NC(=O)Cc1cccs1)c1ccc(Cl)cc1 (stereo unspecified)
- ERK EGF inh: 2%
COC(=O)c1ccc2c(=O)n(Cc3ccco3)c(SCC(=O)Nc3cc(C)on3)nc2c1
- ERK EGF inh: -2%
CC(C)CC(=O)NC(=S)Nc1ccc(N2CCOCC2)c(Cl)c1
- ERK EGF inh: 3%

Another view of part of the listing above.
COCCn1nnnc1CN1CCC(Cc2ccccc2)CC1
  ERK EGF inh = 2%

O=C(O)/C=C(\CC(=O)O)C(=O)O
  ERK EGF inh = 29%

The results go on:
Structure	ERK EGF inh
Cc1ccc(NC(=O)CN2CCCCCC2)cc1[N+](=O)[O-]	0%
COCCCNc1nc2nonc2nc1N1CCN(Cc2cccc(C)c2)CC1	-10%[57.5 µM]
CCOC(=O)C(C(C)=O)c1nc(C)nc2c1nnn2Cc1ccccc1Cl (stereo unspecified)	2%
COc1ccc(/C=C/C(=O)c2ccc3c(c2)OCO3)c(OC)c1	8%
COc1ccc(/C(C)=N\NC(=O)CSc2nnc(C)s2)cc1	0%
O=C(NCC1CCCO1)C(c1ccc(F)cc1)N(CCCN1CCOCC1)C(=O)c1ccc(-c2ccccc2)[nH]1 (stereo unspecified)	-5%
Cc1cc(C(=O)C(=O)N(C)C)c(C)n1-c1ccc(Cl)cc1	4%
COc1ccc(N2CCN(C(=O)COc3ccc4c(C)cc(=O)oc4c3)CC2)cc1	14%
O=C1CC(c2ccccc2)CC(O)=C1C=Nc1ccccc1Cl (stereo unspecified)	10%
COc1ccc(-c2ccc(SCC(=O)NCc3ccc4c(c3)OCO4)nn2)cc1OC	-8%
O=C(Nc1ccccc1)N1N=C(c2cccs2)CC1c1cccs1 (stereo unspecified)	1%
Cn1nc(C(F)(F)F)c(-c2ccccc2)c1NC(=O)c1nccnc1C(=O)O	14%[57.5 µM]
COC(=O)CC(NC(=O)Nc1ccc(C)cc1)c1cccc([N+](=O)[O-])c1 (stereo unspecified)	6%
O=C(/C=C/c1ccc(Cl)cc1)Nc1ccc(Br)cn1	6%
COc1ccc(CNC(=O)CN2C(=O)NC3(CCCCCC3)C2=O)cc1OC	9%
O=C(Nc1c2c(nc3ccccc13)CCCC2)c1ccccc1Br	5%
Cc1ccsc1C(=O)N1CCC(CO)(Cc2ccccc2)CC1	-6%
CCN1/C(=C2\C(=O)N(c3ccccc3)N=C2C)C=Cc2cc(C)ccc21	-14%
Cc1cc(C)nc(N/N=C/C2=C(N3CCOCC3)C(=C/c3ccccc3)/CC2)n1	?
CCOc1ccc(Cc2noc3c2C(=O)CC(C)(C)C3)cc1OCC	29%
CC(C)OP(=O)(OC(C)C)C(NC(=O)c1ccccc1)C(N)=O (stereo unspecified)	6%[57.5 µM]
CCOc1ccccc1NC(=O)c1ccc(-n2cncn2)nc1	6%
O=C1C2CC=CCC2C(=O)N1c1ccc(NCCc2ccc(O)cc2)c([N+](=O)[O-])c1 (stereo unspecified)	12%
CSC(=N)N	17%&13%
CCOC(=O)c1ccc2c(c1)nc(SCC(=O)N1CCOCC1)n2CC	-6%
Cc1oc(=O)c(NC(=O)c2ccccc2)cc1C(C)O (stereo unspecified)	11%
CCOc1cc(/C=N/NC(=O)Nc2ccccc2)ccc1O	-5%
COc1ccccc1NC(=O)Nc1ccc2[nH]c(=O)[nH]c2c1	-5%
O=C(Nc1ccc(S(=O)(=O)NCc2ccccc2)cc1)c1ccc(Br)o1	-10%
O=C(Nc1ccc(NC(=O)C2CCCCC2)nc1)c1ccccn1	-2%

Structure	ERK EGF inh
CC(C)N(C(=O)CSc1nc2ccccc2n1Cc1ccc(F)cc1)C(C)C	-12%
CCCCCCCOC(=O)C[N+](C)(C)CCOC1CC2CCC1(C)C2(C)C (stereo unspecified)	?
CCOc1cc(C(=O)NCc2ccccc2)ccc1OCC(=O)N1CCOCC1	-3%
Cc1ccc(S(=O)(=O)Nc2ccccc2C(=O)Nc2ccc(S(=O)(=O)Nc3nccc(C)n3)cc2)cc1	-8%
CCCC/C=C/C(NC(=O)CCc1ccccc1)c1ccccc1 (stereo unspecified)	-6%&6%
S=C(NCc1ccc2c(c1)OCO2)NC1CC1	-8%
COc1ccc(Cl)cc1NC(=O)NCCN1CCCCC1	-5%
O=C(NC(=S)Nc1cccc(NC(=O)c2ccccc2)c1)c1cccc([N+](=O)[O-])c1	4%
CCCCOC(=O)n1c(=O)oc2ccc(S(=O)(=O)N3CCCCC3)cc21	14%[57.5 µM]
ClC1(Cl)CC1CSc1ncn[nH]1 (stereo unspecified)	2%
COC(=O)c1ccc(CSc2nc3sc(C(=O)O)c(C)c3c(=O)[nH]2)cc1	0%
Cc1c(Cl)cccc1N1C(=O)CC(NNC(=O)c2cccnc2)C1=O (stereo unspecified)	-5%
CCOC(=O)N1CCN(C(=O)CSc2nnc(-c3ccc(C(C)(C)C)cc3)o2)CC1	-3%
Cc1ccc(C(NC(=O)N2CCOCC2)C(Cl)Cl)cc1F (stereo unspecified)	3%
O=C(NC1=NN(c2ccccc2)CC1)Nc1ccccc1F	?
O=C(CCC1COc2ccccc2O1)NCC1COc2ccccc2O1 (stereo unspecified)	2%
Cc1c(NC(=O)CSc2ccc(Cl)cc2)c(=O)n(-c2ccccc2)n1C	4%
CC(C(=O)NCC1CCCCC1)N(C)Cc1cccc(Cl)c1 (stereo unspecified)	-12%
O=C(NC1(C(F)(F)F)NC(=O)N(CCc2ccccc2)C1=O)C1CC1 (stereo unspecified)	-4%
CC(=O)Cc1nnn(-c2cc(C)on2)n1	-3%[57.5 µM]
Cc1ccc(C(=O)N/C(=C\c2ccccc2F)c2nc(=S)[nH][nH]2)cc1	-3%
Cc1cccc(Nc2cc(=O)[nH]c(=O)[nH]2)c1C	-2%
Nc1nc(NCCCN2CCOCC2)nc(Nc2ccccc2)c1[N+](=O)[O-]	?
CC(=O)c1ccc(N2CCN(C(=O)C3CCCN(S(=O)(=O)c4c(C)[nH]c(=O)[nH]c4=O)C3)CC2)cc1 (stereo unspecified)	1%
O=C(CCCOc1ccccc1)Nc1nc2ccccc2[nH]1	0%
O=C(NNc1ccccc1C(F)(F)F)c1cccs1	-3%[57.5 µM]
O=C(O)c1ccc(/C=C/c2ccc3cccc(O)c3n2)cc1	-3%
O=C(C1CCCN(Cc2nc(-c3cccs3)no2)C1)N1CCOCC1 (stereo unspecified)	-3%
Fc1cccc2sc(Nc3nnc(-c4ccccc4)o3)nc12	-5%
CCC(C)c1ccccc1OCCOCCN1CCCC1 (stereo unspecified)	-14%

Structure	ERK EGF inh
O=C(N/N=C/c1cn(-c2ccccc2)nc1-c1cc2ccccc2o1)c1c[nH]c2ccccc12	17%
O=C(COc1ccc2ccccc2c1Br)NC(=S)Nc1cccc(CO)c1	-6%
CCSc1nnc(NC(=O)C2Cc3ccccc3CN2S(=O)(=O)CC)s1 (stereo unspecified)	-3%
CSCC[C@H](NC(=O)CCCn1nnc2ccccc2c1=O)C(=O)O	-6%[57.5 µM]
Cc1c(F)cccc1NS(=O)(=O)c1ccc(OCCNS(C)(=O)=O)cc1	-13%[57.5 µM]
Cc1cc(=O)c(C(=O)O)nn1-c1ccc(Cl)cc1	-8%[57.5 µM]
COc1ccc(N2CCN(C(=O)c3cccc(F)c3)CC2)c([N+](=O)[O-])c1	8%
Cc1ccc(Cl)cc1NC(=S)N(Cc1cccs1)C1CCCC1	-5%
Cc1cc(C)n(CC(O)CN(c2cccc([N+](=O)[O-])c2)S(=O)(=O)c2ccccc2)n1 (stereo unspecified)	-15%[57.5 µM]
Cc1nn(CC(=O)NCc2ccc(-n3cccn3)cc2)c(C)c1[N+](=O)[O-]	-2%
CC1(OC(=O)c2cnc3ccccc3n2)C(=O)C=C2C=C(c3ccc(C#N)cc3)OC=C2C1=O (stereo unspecified)	-1%&-11%
CCN(CC)S(=O)(=O)c1ccc(OC(C)C)c(NC(=O)c2c3c(nc4ccccc24)CCN(Cc2ccccc2)C3)c1	5%
CC1(C)SC(=S)N(/N=C/c2cccnc2)C1N(O)C(=O)NC1CCCCC1 (stereo unspecified)	-21%[57.5 µM]
Cc1nc(C)c(C(=O)NNC(=O)c2ccc(Br)cc2)s1	11%
Nc1ccc(NS(=O)(=O)c2ccccc2)cc1	5%
CCC1ON(c2ccccc2)C2c3nc4ccccc4n3CC12 (stereo unspecified)	2%[57.5 µM]
CCO[C@@H]1OC(C(=O)NC2CC2)=C[C@H](c2ccc3c(c2)OCO3)[C@H]1CCCO	-17%[57.5 µM]
CC1(Br)C2CCCC1C2S(=O)(=O)c1ccccc1 (stereo unspecified)	-3%
O=C(O)c1[nH]c2ccccc2c1C=NCc1ccccc1Cl	4%
C/C(=N\NC(=O)c1cccc(S(=O)(=O)N2CCCCC2)c1)c1ccc(C)o1	-13%
CCC(=O)Nc1ccc(C(=O)Nc2cccc(C)n2)cc1	4%
Cn1cc(CN(Cc2ccccc2)C[C@@H]2CCC(=O)N2)c(-c2ccccc2F)n1	3%
O=c1c(O)c(-c2cccc(O)c2)oc2ccccc12	-19%
CON1C(=O)C(=O)N(OC)C2CCCCCC21 (stereo unspecified)	-5%
CC1CCN(C(=O)C2(NC(=O)Nc3cccc(F)c3)CCCCC2)CC1	1%
O=C(/C=C/Nc1ccccc1F)c1cccs1	-1%
O=C(O)CSc1nnc2c(n1)[nH]c1ccccc12	-1%
COc1ccccc1-c1cc(C(=O)NN)[nH]n1	1%[57.5 µM]
O=C(c1cc(C(F)(F)F)cc(C(F)(F)F)c1)N1CCC[C@@]2(CCN(Cc3ccncc3)C2)C1	12%
COc1ccccc1NC(=O)c1ccc(NC(=O)Cc2n[nH]c(=O)c3ccccc23)cc1	-19%[57.5 µM]

Structure	ERK EGF inh
CCn1c(=O)ccc2cc([N+](=O)[O-])ccc21	-5%
S=C(NCCN1CCOCC1)Nc1ccc(Cl)cc1	6%
CC(C)(C)c1ccc(OCc2ccc(C(=O)N3CCOCC3)o2)cc1	?
Brc1ccc(OCc2nnc3n2CCC3)cc1	-8%
CCCc1cc(NC(=O)CCl)n(-c2ccccc2)n1	-23%
Cc1ccc(CC(CC(=O)O)C(=O)NCc2ccccc2)cc1 (stereo unspecified)	-4%

Look-ups from the results shown:
Brc1ccc(OCc2nnc3n2CCC3)cc1 in ERK EGF inh is entered as -8%
CCn1c(=O)ccc2cc([N+](=O)[O-])ccc21 in ERK EGF inh is entered as -5%
S=C(NCCN1CCOCC1)Nc1ccc(Cl)cc1 in ERK EGF inh is entered as 6%
